FLuc inh = Firefly luciferase inhibition profiling of diverse chemical library using quantitative high-throughput screening | Potency, µM (series often up to 115 µM), without a hit: at the top dose activity change, negative = inhibition, most hits filed as inhibitors | hit rate 2.5% among 76,000 | AID 1347043, 2019 | Luciferin 4-monooxygenase (Photinus pyralis), P08659 | purified P. pyralis luciferase, luminescence, biochemical; further: potency means the concentration at half of the fitted maximal effect; nearly all actives have a fitted effect of over 65% in size
Target sequence (P08659 whole entry, looked up): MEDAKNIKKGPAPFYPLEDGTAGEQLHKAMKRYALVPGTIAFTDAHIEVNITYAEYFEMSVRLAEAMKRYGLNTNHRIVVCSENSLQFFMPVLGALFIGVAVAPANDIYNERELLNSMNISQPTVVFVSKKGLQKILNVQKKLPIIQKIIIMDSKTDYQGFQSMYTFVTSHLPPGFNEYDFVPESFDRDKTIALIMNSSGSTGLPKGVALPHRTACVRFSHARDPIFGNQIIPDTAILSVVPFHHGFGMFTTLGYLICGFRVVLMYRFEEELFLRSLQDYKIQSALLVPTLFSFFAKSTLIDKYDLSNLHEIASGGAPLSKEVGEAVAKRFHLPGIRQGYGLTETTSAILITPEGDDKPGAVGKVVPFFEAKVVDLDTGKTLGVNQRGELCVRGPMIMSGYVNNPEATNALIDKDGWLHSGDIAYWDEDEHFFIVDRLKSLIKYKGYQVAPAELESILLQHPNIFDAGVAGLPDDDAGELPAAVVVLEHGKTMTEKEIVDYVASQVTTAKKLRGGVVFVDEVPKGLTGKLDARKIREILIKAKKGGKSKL
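Purified P. pyralis luciferase (10nM final) in 50mM Tris acetate pH 7.5, 10mM Mg acetate, 0.01% Tween-20, 0.05% BSA with 10uM D-luciferin and 10uM ATP. Compounds titrated qHTS. Luminescence imaged on CCD.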
HEK cytotox = Cytotoxic Profiling in HEK 293 Cell Line of Diverse Libraries Using Quantitative High-Throughput Screening; HEK 293 viability, ATP luminescence (CellTiter-Glo), 48-72 h; Potency, µM (top dose mostly 115 µM), inactives show top-dose activity change, negative = cytotoxicity, actives largely listed as inhibitors; hit rate 6.6% among 94,000; further: potency means the concentration at half of the fitted maximal effect; nearly all actives have a fitted effect of over 60% in size
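CellTiter-Glo luminescence (cellular ATP) was read after 48 or 72 hr of compound exposure at 37 degree Celsius. Cells were HEK 293 plated at 250 cells/well.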
NIH3T3 tox = Cytotoxic Profiling in NIH 3T3 Cell Line of Diverse Libraries Using Quantitative High-Throughput Screening | NIH 3T3 viability, CellTiter-Glo ATP luminescence, 48-72 h | Potency, µM (doses to about 96.7 µM), for inactives: at the highest dose activity change, negative = cytotoxicity, hits mostly inhibitors | hit rate 4.3% among 94,000; further: potency means the concentration at half of the fitted maximal effect; nearly all actives have a fitted effect of over 55% in size
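Cells were seeded at 400 per well, treated with pin-transferred compound, and kept 48 or 72 hr at 37 °C before CellTiter-Glo addition and luminescence imaging of cellular ATP.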
GPT2 inh = Primary qHTS assay for inhibitors of Glutamate pyruvate transaminase 2 (GPT2); Alanine aminotransferase 2 (Homo sapiens), Q8TD30; Recombinant GPT2, coupled pyruvate oxidase/HRP Amplex Red fluorescence; Potency, µM (top dose mostly 57.7 µM), inactives show top-dose activity change, negative = inhibition, hits mostly inhibitors; hit rate 0.25% among 100,000; AID 1671188, 2021; further: potency means the concentration at half of the fitted maximal effect; nearly all actives have a fitted effect of over 60% in size; many of its hits are not listed in these tables
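Fluorescence of coupled pyruvate oxidase/HRP/Amplex Red system (50uM Amplex, 30 min, dark) reports pyruvate formed by GPT2. Enzyme reaction: 10ng/uL GPT2, 2mM L-alanine, 250uM a-KG, 30 min room temperature, pH 7.5; 50uM AOA control.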
SNCA viab count = GF-AFC viability counterscreen for inhibitors of alpha-synuclein gene (SNCA) expression. HEK-293-SNCA-luc viability, GF-AFC fluorescence, 24 h. Potency, µM (titrated, usually from 57.1 µM), inactives show at the highest dose activity change, negative = cytotoxicity, hits mostly cytotoxic. hit rate 0.12% among 150,000;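 further: potency means the concentration at half of the fitted maximal effect; 0% = DMSO-treated cells and -100% = medium-only wells without cells; nearly all actives have a fitted effect of over 30% in size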
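Cytotoxicity counterscreen: after 24 h compound treatment of genome-edited SNCA-luciferase HEK-293 cells, live-cell protease substrate GF-AFC read by fluorescence after 30 min; activity scaled between DMSO (0%) and medium-only (-100%), curves Hill-fitted.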
IP6K1 inh = Primary qHTS assay for small molecule inhibitors of Inositol hexaphosphate kinase 1 (IP6K1); Inositol hexakisphosphate kinase 1 (Homo sapiens), Q92551; IP6K1 kinase, ADP-Glo luminescence, 2 h; stronger effect = lower value; activity change, % (series mostly up to about 58 µM); hit rate 0.81% among 140,000; in the data active means activity change below about -25%
Target sequence (Q92551 whole entry, looked up): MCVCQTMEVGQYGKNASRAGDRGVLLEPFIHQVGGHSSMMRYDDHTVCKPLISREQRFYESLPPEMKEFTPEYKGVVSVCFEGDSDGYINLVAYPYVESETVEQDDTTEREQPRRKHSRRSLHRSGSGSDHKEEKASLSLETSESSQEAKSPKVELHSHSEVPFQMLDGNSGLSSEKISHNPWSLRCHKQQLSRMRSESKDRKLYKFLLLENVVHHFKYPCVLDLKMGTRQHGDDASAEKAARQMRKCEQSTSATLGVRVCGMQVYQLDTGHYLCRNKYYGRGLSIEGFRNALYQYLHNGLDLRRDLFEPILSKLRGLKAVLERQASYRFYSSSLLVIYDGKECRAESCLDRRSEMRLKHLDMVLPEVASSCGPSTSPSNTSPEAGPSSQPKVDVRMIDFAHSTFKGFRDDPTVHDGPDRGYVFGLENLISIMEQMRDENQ
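ADP-Glo luminescence measures ADP made by human IP6K1 during a 2 h RT reaction with ATP/IP6 (mix at 1.3 mM/130 uM); top library doses 57.5 and 19.1 uM final.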
SNCA expr inhib = Primary qHTS assay for inhibitors of alpha-synuclein gene (SNCA) expression. Potency, µM (top dose mostly 57.2 µM), for the others: top-dose activity change, negative = inhibition, most hits filed as inhibitors. hit rate 0.17% among 140,000. HEK-293 SNCA-luciferase knock-in, luminescence, 24 h. AID 1671194, 2021;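 further: potency means the concentration at half of the fitted maximal effect; plate controls were DMSO cells for no effect and cell-free wells for full effect; nearly all actives have a fitted effect of over 45% in size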
Active calls of the source: *; i = inactive; ? = inconclusive; / = no result given; & = joins results of further samples; [ ] = another dose, or the depositor's remark. Unless noted, the call rests on the fitted dose curve; in most records, active means well fitted curve in the direction sought with a large enough effect; inconclusive means small, poorly fitted or top-dose-only effect, or another doubt; inactive means no such curve, though single readings can be large; an effect the other way counts as inactive or inconclusive. Unless noted, on the % scale 0 is the no-effect control and ±100 the full control effect.

SMILES | FLuc inh | HEK cytotox | NIH3T3 tox | GPT2 inh | SNCA viab count | IP6K1 inh | SNCA expr inhib
Cc1ccccc1-c1nc(CS(=O)(=O)CC(=O)Nc2cc(Cl)cc(Cl)c2)c(C)o1 | / | / | / | / | 0.9% | 16.0 | 3.1%
COc1ccc(C(=O)N2CCc3ccc(C(=O)Nc4ccc(OC)cc4C)cc32)cc1 | -4.6% | ? | -7.4% | -9.8% | -29.6% | -8.7 | -6.4%
O=C(Nc1cc2ccc(O)cc2oc1=O)c1ccc(F)cc1 | / | / | / | / | 0.1% | -13.2 | 2µM*
O=C(NC1CC1)c1ccc2oc(-c3ccncc3)nc2c1 | / | ? | ? | -2.8%[88.5 µM] | 6.4%[87.6 µM] | -7.4 | 71.0%[activator][87.6 µM]
C[S+](=O)([O-])c1ccc(-c2nc(C(=O)NC3CC3)n3ccccc23)cc1 | -13.1% | ? | ? | i | 2.6% | 10.7 | 18.6%
O=C(NCc1cccnc1)[C@@H]1C[C@@H](O)CN1C1CCN(C(=O)C2(c3ccccc3)CC2)CC1 | 9.5% | -0.9% | i | i | 4.1% | 29.4 | -17.1%
COCCNC(=O)[C@@H]1CCC[C@@H](NC(=O)c2ccc(Cl)cc2)CN(C)C(=O)C1 | 12.0%[172 µM] | i | -7.5%[138 µM] | -17.3%[88.5 µM] | -1.1%[87.6 µM] | 13.6 | 11.0%[87.6 µM]
COc1cccc(NC(=O)c2ccc3c(c2)N(C)C2CCCCN2C3=O)c1 (stereo not drawn) | ? | ? | ? | 3.2% | 12.9%[12.5 µM] | 6.7 | 224.3%[activator]
CCN1C(=O)c2ccccc2Sc2ccc(NC(=O)Cc3ccc(OC)c(OC)c3)cc21 | / | / | / | / | -3.5% | 5.2 | -9.8%
CCS(=O)(=O)N1CCc2cc(C(=O)Nc3cc(C)cc(C)c3)ccc21 | / | / | / | / | 6.3% | 10.2 | 43.2%[activator]
COC[C@@H]1CN(C(=O)c2ncoc2-c2cccc(C)c2)C[C@H]1C(N)=O | -5.6% | -1.4% | 2.6% | -1.1% | -7.6% | 7.9 | -18.8%
COc1ccc(C(=O)NC2CCN(c3cc(-c4ccccc4)[nH]n3)CC2)cc1OC | 8.7% | ? | -3.3% | i | 2.2% | 1.4 | -6.4%
Cc1ccc(C)c2sc(N3CCN(C(=O)c4ccco4)CC3)nc12 | / | / | / | / | 1.0% | -10.8 | 30.4%[activator]
COc1ccc(NC(=O)N2C[C@@H](F)C[C@H]2C(=O)N2CCc3ccccc3C2)cc1 | / | 2.2% | -9.8% | 1.1% | -18.2% | -4.1 | 48.7%[activator]
CC(=O)N1CCC(Cn2cc(Cn3c(C)nc4ccccc43)nn2)CC1 | 2.8% | ? | ? | -1.6% | 4.2% | -4.8 | -24.2%
CN(C)CCNC(=O)c1nc2nc(-c3ccccc3)c(-c3ccc(Cl)cc3)cc2n1C | 13.7%[172 µM] | 39.8µM* | 25.1µM* | -4.5%[88.5 µM] | ? | -3.9 | ?
N#Cc1ccccc1CN1CCNc2nc(CNCc3cnccn3)n(Cc3ccccc3)c2C1=O | -0.9% | i | ? | -3.2% | -3.1% | -12.9 | 11.6%
CCCCN(CC)C(=O)CSc1nc2n[nH]c(C)c2c(=N)n1-c1cccc(OC)c1 | / | / | / | / | ? | -12.7 | -16.8%
CCOC(=O)C1CCCN(C(=O)Cc2ccc(N(Cc3ccc(C)cc3)C(=O)c3ccco3)cc2)C1 (stereo not drawn) | -3.7% | ? | ? | i | -6.8% | -2.6 | -2.8%
CCc1noc(-c2cccn3c(CNC(=O)c4cccc(C)c4)nnc23)n1 | -2.1% | -9.5% | -26.8% | i | 4.4% | 15.9 | ?
CCOc1ccc(NC(=O)c2ccc3[nH]c(C)cc(=O)c3c2)cc1 | / | / | / | / | 0.4% | 17.8 | 3.4%
CCc1ccc(-c2cn3nc(CC)sc3n2)cc1 | / | / | / | / | 13.2% | -2.5 | ?
COc1ccccc1-c1cc(C(=O)NCc2cccnc2)c2cnn(C)c2n1 | / | -4.7% | ? | ? | -3.1% | 0.4 | 6.6%
CCOC(=O)CCCOc1cccn2c(=O)c(-c3cc(C)n(-c4cccc(C)c4)n3)c(C)nc12 | -4.0% | -11.6% | -1.7% | -11.1% | -7.6% | 19.3 | 7.1%
C[C@]1(OC(=O)/C=C/c2ccccc2)C[C@@H](O)[C@]2(O)C=CO[C@@H](O[C@@H]3O[C@H](CO)[C@@H](O)[C@H](O)[C@H]3O)[C@@H]21 | / | / | / | -4.6%[27.3 µM] | 5.5%[23.9 µM] | -0.9 | /
CC1CCC(=O)CC(O)C(O)CC(=O)O1 (stereo not drawn) | / | / | / | i | -3.2% | -9.3 | /
Clc1ccc(CN[C@H]2CCN(c3ncc(Br)cn3)C2)c(Cl)c1 | / | / | / | i | -1.6% | 18.0 | /
Cc1ccc(-c2c(CN3CCN(c4cc(C)ccc4C)CC3)csc2C)cc1 | / | / | / | / | -8.8% | -5.0 | ?
O=C(NCc1ccccc1)[C@@H]1C[C@@H](c2ccc(F)cc2)N([S+](=O)([O-])c2cccnc2)C1 | 13.8%[172 µM] | ? | ? | -1.8%[88.5 µM] | -2.8%[87.6 µM] | 3.8 | 1.2%[87.6 µM]
CNC(=O)c1cc(C2CC2)nc2onc(C3CCN(C(=O)c4ccccc4Cl)C3)c12 (stereo not drawn) | / | -28.8% | -20.4% | / | / | -4.2 | /
CCOc1ccc(-n2c(=O)c3c(C)c(C)sc3n(CC(=O)N(CC)Cc3ccccc3)c2=O)cc1 | / | / | / | / | -18.7% | 32.6 | 21.9%
C[S+](=O)([O-])N1CCC(c2nnc3n2C(C(=O)NCc2cccc(Cl)c2)CC3)CC1 (stereo not drawn) | / | i | -8.2% | 4.0% | -2.5% | -4.3 | -16.5%
CCOC(=O)c1cccc(NCC2=CC(C)(C)Oc3ccc(OC)cc32)c1 | / | ? | ? | / | / | -14.3 | /
CCOCCCNC(=O)C1CCCN(c2ncnc3onc(C)c23)C1 (stereo not drawn) | / | / | / | / | 1.0% | -13.9 | -0.4%
O=C(NCC1CC1)c1ccc2nc(-c3ccncc3)oc2c1 | / | 2.3% | -7.9% | i | 7.8% | 3.6 | -2.0%
CCOc1cc(C2c3c(-c4cc(C)ccc4O)n[nH]c3C(=O)N2CCCOC(C)C)ccc1O (stereo not drawn) | / | / | / | / | -13.5% | -1.5 | -8.0%
N#CC1CCN(C(=O)c2ccc3nnc(C4CCOCC4)n3c2)CC1 | / | -6.1%[172 µM] | -14.3%[138 µM] | / | / | 1.6 | /
COc1cccc(NC(=O)NC[C@H]2O[C@H](Cc3cc(-c4ccc(F)cc4)on3)CC[C@@H]2O)c1 | 10.8% | ? | -27.7% | 4.8% | ? | -10.9 | 5.4%
CC(=O)N1CCCC(C(=O)NCc2nc(Cc3cccs3)no2)C1 (stereo not drawn) | -0.6% | -31.5% | -2.5% | -4.3% | 8.3% | 7.5 | -1.7%
CN(C)c1ccc(-n2c(=O)c(C(=O)N3CCCC3)nc3cccnc32)cc1 | / | i | -8.6% | i | 8.0% | -19.9 | 5.7%
Cn1c2ccccc2c2c(C(=O)N3CCN(c4cccc(C(F)(F)F)c4)CC3)cn(C3CCCCC3)c(=O)c21 | / | / | / | / | -19.3% | -1.1 | -19.5%
O=C1COc2ccc(-c3ccncc3)nc2CN1Cc1ccccc1F | -4.6%[172 µM] | ? | 89.1µM* | 3.3%[88.5 µM] | 4.3%[87.6 µM] | 1.5 | -18.6%[87.6 µM]
COCCCn1c(C(C)NC(=O)OCc2ccccc2)nc2cccnc21 (stereo not drawn) | -3.0% | 3.4%&3.5% | -3.3%&1.8% | -11.5% | -4.4%&-0.9% | 0.0&-6.4 | -21.0%&16.2%
COc1cc(N)c(Cl)cc1C(=O)NC[C@@H]1CCN2CCC[C@@H]12 | / | / | / | 1.3% | -1.1% | -10.8 | /
CCOc1ccccc1NC(=O)c1ccc2c(Cl)c3c(nc2c1)CCC3 | / | / | / | / | -5.3% | 5.2 | 45.8%[activator]

Results in NIH3T3 tox (two entries from above):
structure | NIH3T3 tox
COc1cccc(NC(=O)NC[C@H]2O[C@H](Cc3cc(-c4ccc(F)cc4)on3)CC[C@@H]2O)c1 | -27.7%
CC(=O)N1CCCC(C(=O)NCc2nc(Cc3cccs3)no2)C1 (stereo not drawn) | -2.5%

(list continues)
SMILES | FLuc inh | HEK cytotox | NIH3T3 tox | GPT2 inh | SNCA viab count | IP6K1 inh | SNCA expr inhib
CN(C)C[C@@H]1CN(c2ccncn2)C[C@H]1NC(=O)c1cccc2[nH]ccc12 | -3.8% | -18.2% | -12.9% | 1.6% | 6.4% | 0.4 | -8.6%
O=C(NC1CCCC1)N1CCN(CCCn2nc3n(c2=O)CCCC3)CC1 | / | -16.5% | -26.5% | / | / | 8.8 | /
COc1ccccc1C(=O)N1CCC(N2CCCC2=O)CC1 | / | -6.1%[172 µM] | -5.7%[138 µM] | i | 6.0%[87.6 µM] | -10.0 | 13.7%[87.6 µM]
CCC(=O)N1c2ccccc2CC1c1nc(C(C)C)no1 (stereo not drawn) | ? | -1.5% | -2.8% | 1.2% | 1.8% | 18.8 | 96.8%[activator]
CC[C@H]1CN(C(=O)C(C)(C)C)CC[C@H]1CC(=O)N(CC)C(=O)NCCCN(C)C | 0.1%[172 µM] | 4.0%[172 µM] | i | -16.6%[88.5 µM] | 1.3%[87.6 µM] | -6.1 | -9.9%[87.6 µM]
COC(=O)c1c(NC(=O)CS(=O)(=O)c2ccc(C)cc2)sc2c1CCCC2 | / | / | / | / | 0.1% | 13.9 | -7.1%
O=C(Nc1ccc2c(c1)CCN(Cc1ncn[nH]1)C2)c1ccccc1-c1ccc(C(F)(F)F)cc1 | / | / | / | i | 2.2% | -4.9 | /
COc1ccc(S(=O)(=O)N2CCc3c(C(=O)Nc4cccc(C)c4)cccc32)cc1 | -11.5% | 17.8µM* | ? | 4.1% | -14.8% | 5.5 | ?
OC(CCN1CCCC1)(c1ccccc1)C1CCCCC1 (stereo not drawn) | / | / | / | i | 12.6%[23.9 µM] | -7.8 | -9.7%[25.6 µM]
COc1ccc(CN2CCc3nc(C(C)C)nc(-c4ccc(O)cc4)c3CC2)cc1 | -0.9% | ? | ? | 0.6% | -1.8% | 8.3 | -1.9%

Assay outcomes: PubChem, National Center for Advancing Translational Sciences (NCATS)

This is a subset (hit frequency here may not be typical).
